# From PubChem
# COUP-TFII inh = NR2F2 transcriptional activity inhibitors, primary screen, cell-based, luciferase reporter, HEK293T, luminescence. COUP transcription factor 2 (Homo sapiens), P24468. HEK293T NGFI-A luciferase reporter. 370,000 tested, 0.7% active. AID 686940, 2013. inhibition, % at 8.6 µM;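 active = inhibition above a per-plate cutoff, mean inhibition of test wells between control levels plus 3 SD, cut at about 38% in these data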;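 note: cells cotransfected with COUP-TFII expression vector driving the NGFI-A reporter; 0% = median of COUP-TF2 test wells and 100% = reporter-only cells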
# TROY signal inh = inhibitors of TROY-driven NF-kB signaling, primary screen, Q293 LMP1-TROYcd cells, NF-kB luciferase, uHTS; inhibition, % at 10 µM; 360,000 tested, 0.98% active; Q293 LMP1-TROYcd NF-kB luciferase reporter, 4 h;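 active = compounds whose plate-normalised and pattern-corrected inhibition of the luciferase reporter signal at the single screening dose is 50% or more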
# SRC3 inh = SRC3 coactivator transcriptional activity inhibitors, primary screen, cell-based, luminescence. Nuclear receptor coactivator 3 (Homo sapiens), Q9Y6Q9. HEK293 GAL4-SRC3 luciferase reporter. inhibition, % at 3.6 µM. 360,000 tested, 0.17% active;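 active = inhibition above a per-campaign cutoff, the mean of all compounds plus 3 SD, cut at about 60% in these data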;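 note: 0% = DMSO-treated cells and 100% = gossypol-treated cells at 36 µM; higher means less SRC3-driven luciferase light from the GAL4 reporter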
# TLR9-MyD88 block = inhibitors of TLR9-MyD88 association in cells, primary screen, cell-based, CHO, BLA complementation, fluorescence; CCF4 FRET ratio; inhibition, % at 4.98 µM; 340,000 tested, 0.21% active; AID 504734, 2011;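 active = inhibition above the mean over all tested compounds plus 3 SD, cut at about 21% in these data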;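 note: 0% = DMSO only wells and 100% = clavulanate BLA inhibitor control wells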
# SRC2 inh = inhibition of GAL4-SRC2 driven luciferase reporter, primary screen, SRC2 inhibitor project, cell-based, luminescence | HEK293 GAL4-SRC2 luciferase reporter | inhibition, % at 9 µM | 370,000 tested, 0.17% active | AID 651957, 2012;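 active = inhibition above the mean inhibition of all tested compounds plus 3 SD, set per campaign, cut at about 52% in these data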;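 note: 0% = DMSO treated cells and 100% = cells given Gossypol at 36 µM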
# Target sequence (Q15596 whole entry, looked up, the tested form may be a part): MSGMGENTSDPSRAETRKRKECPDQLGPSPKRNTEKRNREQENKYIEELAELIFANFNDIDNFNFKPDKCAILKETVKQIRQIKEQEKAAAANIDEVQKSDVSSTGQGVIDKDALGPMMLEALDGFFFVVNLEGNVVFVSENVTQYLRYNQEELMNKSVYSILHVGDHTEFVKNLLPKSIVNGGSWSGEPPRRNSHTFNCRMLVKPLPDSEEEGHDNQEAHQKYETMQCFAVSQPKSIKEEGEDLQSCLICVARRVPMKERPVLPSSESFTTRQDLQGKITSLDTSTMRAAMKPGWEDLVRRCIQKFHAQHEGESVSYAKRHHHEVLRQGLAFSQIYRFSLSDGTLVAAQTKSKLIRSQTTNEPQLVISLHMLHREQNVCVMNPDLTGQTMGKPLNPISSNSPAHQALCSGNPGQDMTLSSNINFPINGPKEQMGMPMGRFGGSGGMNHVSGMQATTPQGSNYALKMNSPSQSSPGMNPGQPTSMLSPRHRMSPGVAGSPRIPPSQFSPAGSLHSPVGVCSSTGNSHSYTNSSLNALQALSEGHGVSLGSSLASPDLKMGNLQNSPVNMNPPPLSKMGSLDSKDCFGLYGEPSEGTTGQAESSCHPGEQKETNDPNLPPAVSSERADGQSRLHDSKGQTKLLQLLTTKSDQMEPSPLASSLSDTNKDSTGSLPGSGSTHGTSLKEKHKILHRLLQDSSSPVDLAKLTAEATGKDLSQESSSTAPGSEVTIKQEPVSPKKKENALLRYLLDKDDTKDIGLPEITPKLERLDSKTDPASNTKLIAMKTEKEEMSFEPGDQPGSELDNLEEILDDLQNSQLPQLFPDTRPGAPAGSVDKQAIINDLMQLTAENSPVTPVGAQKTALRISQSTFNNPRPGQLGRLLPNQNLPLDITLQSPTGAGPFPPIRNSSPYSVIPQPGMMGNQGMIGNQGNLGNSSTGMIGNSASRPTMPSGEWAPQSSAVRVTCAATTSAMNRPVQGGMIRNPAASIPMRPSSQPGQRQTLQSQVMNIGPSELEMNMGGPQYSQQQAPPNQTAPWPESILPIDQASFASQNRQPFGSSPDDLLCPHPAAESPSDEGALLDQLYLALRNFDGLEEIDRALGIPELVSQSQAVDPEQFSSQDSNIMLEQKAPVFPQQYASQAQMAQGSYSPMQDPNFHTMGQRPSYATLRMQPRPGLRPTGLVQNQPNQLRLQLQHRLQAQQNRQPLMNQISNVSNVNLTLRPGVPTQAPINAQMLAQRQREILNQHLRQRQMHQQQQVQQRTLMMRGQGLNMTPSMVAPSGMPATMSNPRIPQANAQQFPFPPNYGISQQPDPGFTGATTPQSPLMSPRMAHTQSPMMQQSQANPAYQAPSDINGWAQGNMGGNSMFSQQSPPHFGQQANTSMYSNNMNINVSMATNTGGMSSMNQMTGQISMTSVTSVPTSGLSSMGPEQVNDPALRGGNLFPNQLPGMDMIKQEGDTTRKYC
# NOD2-RIPK2 inh = NOD2-RIPK2 binding disruptors in cells, primary screen, fluorescence, CHO cells, BLA complementation; Receptor-interacting serine/threonine-protein kinase 2 (Homo sapiens), O43353; CCF4 ratio; inhibition, % at 4.98 µM; 360,000 tested, 0.38% active; AID 624267, 2012; in the data active = inhibition above about 21%;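 note: 0% = vehicle only and 100% = reference blocker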
# ABHD5 PLIN5 PPI = ABHD5-PLIN5 interaction inhibitors, primary screen, cell lysate, split luciferase complementation, luminescence; Perilipin-5 (Homo sapiens) + 1-acylglycerol-3-phosphate O-acyltransferase ABHD5 (Homo …; Split G. princeps luciferase complementation, 4 h; inhibition, % at 4 µM; 360,000 tested, 0.78% active;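 active = inhibition above the mean inhibition across every tested compound plus 3 SD, cut at about 22% in these data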;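 note: 0% = DMSO only wells and the 100% control is not disclosed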
# NR5A2 inv ag = LRH-1 (NR5A2) inverse agonists, primary screen, cell-based, luminescence, HEK293T, StAR-luciferase reporter; Nuclear receptor subfamily 5 group A member 2 (Homo sapiens), O00482; LRH-1 transfected, 24 h; inhibition, % at 3.6 µM; 360,000 tested, 0.13% active; AID 602396, 2012;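 active = inhibition above the mean inhibition of all tested compounds plus 3 SD, cut at about 73% in these data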;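 note: 0% = DMSO wells and 100% = reporter-only cells lacking LRH-1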
# TWEAK-Fn14 inh = inhibitors of TWEAK-Fn14 signaling, primary screen, luciferase reporter cells, uHTS | inhibition, % at 10 µM | AID 1159606, 2016 | 360,000 tested, 2% active | TWEAK-stimulated Fn14 reporter cells, luciferase luminescence, 8 h; in the data active = inhibition above about 50%
# SRC1 inh = SRC1 coactivator transcriptional activity inhibitors, primary screen, cell-based, luminescence; Nuclear receptor coactivator 1 (Homo sapiens), Q15788; HEK293 GAL4-SRC1 luciferase reporter; inhibition, % at 3.6 µM; 360,000 tested, 0.12% active;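 active = inhibition above the campaign mean plus 3 SD, with each screening campaign given its own cutoff, cut at about 60% in these data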;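 note: 0% = DMSO treated cells and 100% = gossypol at 36 µM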
# Exocytosis inh = LAMP-1 surface exposure blockers, TALL-104 cells – cell-based, flow cytometry, MLPCN library, primary screen; TALL-104 LAMP-1 surface exposure; cells stimulated with thapsigargin and PMA; 360,000 tested, 0.66% active; inhibition, % at 10 µM;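 active = inhibition above about 55%, limit read from the data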
# Starred values were filed as active, the others as inactive; nt = not tested or not shown. An excerpt, so the mix of outcomes need not match the whole.
(1) COc1ccc(CN2CC(C(=O)NCCN3CCOCC3)CC2=O)cc1 (stereo not given)
(2) O=C(N/N=C1/CCc2ccccc21)C1CC1
(3) O=C1C2C3C=CC(C3)C2C(=O)N1c1ncc([N+](=O)[O-])s1 (stereo not given)
(4) CC(C)[C@H](NC(=O)OC(C)(C)C)C(=O)N/N=C/c1ccc2nccnc2c1
(5) CCOC(=O)/C=c1\s/c(=C\c2c(OCC)ccc3ccccc23)c(=O)n1CC(=O)NCC1CCCO1 (stereo not given)
(6) COc1ccc(S(=O)(=O)NCC2CCCN(Cc3ccc(OC)cc3F)C2)cc1 (stereo not given)
(7) CCOC(=O)C1(CCc2ccccc2)CCN(Cc2ccn[nH]2)CC1
(8) Cc1cc(C)cc(OCC(O)CN2CCN(C(=O)c3ccco3)CC2)c1 (stereo not given)
(9) CCNC(=O)/C(C#N)=C/c1c(N2CC(C)OC(C)C2)nc2ccccn2c1=O (stereo not given)
(10) C#Cc1ccc([C@@H]2C=C(C(=O)O)O[C@H](OCC)[C@H]2CCCO)cc1
assay / compound	1	2	3	4	5	6	7	8	9	10
COUP-TFII inh	-3	-8	-7	12	-23	-9	4	4	-1	-11
TROY signal inh	-9	-13	3	-18	-6	13	1	0	-21	-12
SRC3 inh	11	-34	1	-7	-42	2	9	-14	1	1
TLR9-MyD88 block	7	-3	-2	2	5	5	-6	5	-12	-10
SRC2 inh	-11	-48	-4	3	-1	-6	12	5	-12	-34
NOD2-RIPK2 inh	-4	-7	2	-7	9	-4	7	1	-1	-8
ABHD5 PLIN5 PPI	-6	-1	0	5	8	1	2	-3	0	4
NR5A2 inv ag	-2	2	13	-1	19	9	-4	-7	10	6
TWEAK-Fn14 inh	19	-2	27	13	26	-6	8	0	1	2
SRC1 inh	2	-34	-18	-11	-21	-17	-12	-1	0	-1
Exocytosis inh	-2	-2	-2	-5	0	-1	-2	-11	14	0

(11) CCCn1c2ccccc2c2cc(C(=O)O)ccc21
(12) N#CCSc1nnc(-c2ccccc2O)n1Cc1ccccc1
(13) CC(=O)NC1=NN(C(C)=O)C2(CCCC2)S1
(14) S=c1[nH]nc(SCc2ccccc2)c2[nH]cnc12
(15) O=C(O)CN1C(=O)c2ccc(Oc3ccc([N+](=O)[O-])cc3)cc2C1=O
(16) COc1ccc(OCCN(C)CC(=O)Nc2ccccc2SC)cc1
(17) Cc1ccc(C)n1-n1cnc2sc3c(c2c1=O)CCCCC3
(18) COc1ccccc1N1CCN(C(=O)CSc2nc(-c3ccco3)cc(C(F)(F)F)n2)CC1
(19) NS(=O)(=O)c1ccc(NC(=O)CCC(=O)c2ccc(Cl)s2)cc1
(20) CCCC(c1nnnn1C(C)(C)C)N1CCN(C(=O)c2ccco2)CC1 (stereo not given)
assay / compound	11	12	13	14	15	16	17	18	19	20
COUP-TFII inh	-1	2	-9	-41	-20	8	-7	20	0	-10
TROY signal inh	-4	8	7	-39	-9	0	-4	8	0	-9
SRC3 inh	-11	23	7	-55	-6	2	1	14	13	4
TLR9-MyD88 block	3	4	9	2	-14	11	-4	2	-7	-6
SRC2 inh	-16	4	-24	-40	-4	10	-7	4	-1	3
NOD2-RIPK2 inh	-7	0	-4	-7	-12	3	4	-10	-7	-4
ABHD5 PLIN5 PPI	-1	1	1	4	5	9	0	-1	-4	-3
NR5A2 inv ag	4	6	2	-39	17	9	0	-1	11	-2
TWEAK-Fn14 inh	16	6	-19	-4	-8	-18	-1	14	12	1
SRC1 inh	3	7	5	-38	2	-6	11	2	-4	-7
Exocytosis inh	-3	-3	0	-2	-3	13	-2	4	-7	-2

# Entries shown so far containing an NH in an aromatic ring:
(7) CCOC(=O)C1(CCc2ccccc2)CCN(Cc2ccn[nH]2)CC1
(14) S=c1[nH]nc(SCc2ccccc2)c2[nH]cnc12
assay / compound	7	14
COUP-TFII inh	4	-41
TROY signal inh	1	-39
SRC3 inh	9	-55
TLR9-MyD88 block	-6	2
SRC2 inh	12	-40
NOD2-RIPK2 inh	7	-7
ABHD5 PLIN5 PPI	2	4
NR5A2 inv ag	-4	-39
TWEAK-Fn14 inh	8	-4
SRC1 inh	-12	-38
Exocytosis inh	-2	-2

# Following part.
(21) CC(=O)c1c(C)n(CC(=O)NCc2ccc3c(c2)OCO3)c2ccccc12
(22) O=C(N/N=C/c1cc(Br)cc([N+](=O)[O-])c1O)c1ccc(NC(=O)c2ccc(F)cc2)cc1
(23) CCn1c(CNC(=O)c2cc(OC)c(OC)c(OC)c2)cc2ccccc21
(24) O=C(O)CCCC1(C(=O)O)CCCC1
(25) CSc1ccc(-c2nc(CSCC(=O)NCCCN3CCCC3=O)c(C)o2)cc1
(26) COc1ccc(CNS(=O)(=O)c2ccc(-c3ccc(=O)[nH]n3)s2)cc1OC
(27) CCN(CCCNC(=O)c1nn(C)c2c1CS(=O)(=O)c1ccccc1-2)Cc1ccccc1
(28) C=CCOc1cccc(C2C(C(=O)c3ccco3)=C(O)C(=O)N2CCN(CC)CC)c1 (stereo not given)
(29) O=C(C1CCOCC1)N1CCC(CO)(CCc2ccccc2)CC1
(30) CC(C)[C@H](NC(=O)c1cccc(S(=O)(=O)N2CCOCC2)c1)C(=O)Nc1nc2ccccc2s1
assay / compound	21	22	23	24	25	26	27	28	29	30
COUP-TFII inh	31	11	23	-10	9	9	-6	-4	2	0
TROY signal inh	-13	-26	3	-6	-10	0	-9	-8	-5	-55
SRC3 inh	24	-2	9	1	23	-23	9	2	9	-25
TLR9-MyD88 block	2	3	-21	-10	3	-23	-6	2	1	1
SRC2 inh	6	-13	11	-6	3	-12	5	-20	15	-21
NOD2-RIPK2 inh	6	6	-6	0	14	-9	-8	-8	-4	-1
ABHD5 PLIN5 PPI	11	12	-3	6	-11	2	1	-7	-7	6
NR5A2 inv ag	26	-3	10	5	11	-13	6	9	-13	-39
TWEAK-Fn14 inh	-18	-45	21	15	3	-2	3	-9	-22	6
SRC1 inh	-16	9	-14	1	1	-26	-4	-18	-12	-56
Exocytosis inh	0	-12	4	29	-8	-3	1	-2	-1	-4

# Profiles, looked up by structure.
# CCn1c(CNC(=O)c2cc(OC)c(OC)c(OC)c2)cc2ccccc21 is entered as COUP-TFII inh = 23; TROY signal inh = 3; SRC3 inh = 9; TLR9-MyD88 block = -21; SRC2 inh = 11; NOD2-RIPK2 inh = -6; ABHD5 PLIN5 PPI = -3; NR5A2 inv ag = 10; TWEAK-Fn14 inh = 21; SRC1 inh = -14; Exocytosis inh = 4
# CCN(CCCNC(=O)c1nn(C)c2c1CS(=O)(=O)c1ccccc1-2)Cc1ccccc1 is entered as COUP-TFII inh = -6; TROY signal inh = -9; SRC3 inh = 9; TLR9-MyD88 block = -6; SRC2 inh = 5; NOD2-RIPK2 inh = -8; ABHD5 PLIN5 PPI = 1; NR5A2 inv ag = 6; TWEAK-Fn14 inh = 3; SRC1 inh = -4; Exocytosis inh = 1
# O=C(O)CCCC1(C(=O)O)CCCC1 is entered as COUP-TFII inh = -10; TROY signal inh = -6; SRC3 inh = 1; TLR9-MyD88 block = -10; SRC2 inh = -6; NOD2-RIPK2 inh = 0; ABHD5 PLIN5 PPI = 6; NR5A2 inv ag = 5; TWEAK-Fn14 inh = 15; SRC1 inh = 1; Exocytosis inh = 29

# (list continues)
# The line under a structure holds: COUP-TFII inh, TROY signal inh, SRC3 inh, TLR9-MyD88 block, SRC2 inh, NOD2-RIPK2 inh, ABHD5 PLIN5 PPI, NR5A2 inv ag, TWEAK-Fn14 inh, SRC1 inh, Exocytosis inh
31. CC(=O)NC(C)(CC(=O)c1ccccc1)c1ccccc1 (stereo not given)
  0, -7, 3, 10, 12, -8, -6, 9, -5, -1, -1
32. COc1cc(C(=O)NC(=S)Nc2cccc3nc(C)ccc23)cc(OC)c1OC
  -13, 11, 12, 0, 3, -10, -12, -10, 16, 11, 2
33. CC(NC(=O)CSc1nnnn1C1CC1)c1ccccc1Br (stereo not given)
  9, 13, 18, -1, 17, -2, -7, 16, -10, -1, -1
34. Cc1ccc(NC(=O)Cn2cnc(C(=O)Nc3ccc(C)c(C)c3)n2)cc1C
  -6, -11, -43, 0, -17, -2, 9, -9, -16, -11, 1
35. COc1cccc(-c2csc(N3CCN(CC(=O)NNC(=O)c4ccc(Cl)cc4)CC3)n2)c1
  -14, 2, 10, 3, 8, 4, 2, 12, -2, -8, 1
36. CCOC(=O)C1CCN(c2c(NC3CCCCCCC3)c(=O)c2=O)CC1
  -4, -6, -5, 6, 4, -8, 7, 20, 2, -4, -2
37. CCC(C)(C(=O)NC1CCCC1)N(C(=O)CNC(=O)c1ccccc1)c1c(C)n(C)n(-c2ccccc2)c1=O (stereo not given)
  1, -23, -5, -13, 10, 4, -1, 23, -3, -20, -2
38. NS(=O)(=O)c1ccc(N2C(=O)C3C4CC(C(Br)C4Br)C3C2=O)cc1 (stereo not given)
  -11, 7, 13, 13, 8, -8, -6, 0, 13, -17, 0
39. Cc1noc(C)c1CSc1nnnn1-c1ccc(Cl)cc1
  15, 6, 14, 10, -3, -8, -5, -16, -1, -7, -1
40. CCOC(=O)c1cn(Cc2ccc(C)cc2)c2cc(F)ccc2c1=O
  17, -5, -2, 0, 18, 3, 9, 2, -11, 17, -12
41. O=C(COC(=O)C1CCN(c2ccc(C(F)(F)F)cn2)CC1)c1cccc(Br)c1
  -7, 13, -4, -15, -10, 0, -1, -12, -3, -34, 21
42. O=C(CSc1cccc[n+]1[O-])Nc1cccc(Oc2ccccc2)c1
  15, -4, -6, 3, -1, -9, -2, -26, -10, -30, 10
43. c1ccc(-c2cn3c(n2)CCC3)cc1
  -18, -26, -10, -5, 11, 3, 8, -30, -6, 3, 2
44. CC1(C)C2CC[C@]3(C)C(CC=C4[C@@H]5C[C@@](C)(CO)[C@@H](O)C[C@]5(C(=O)O)CC[C@]43C)[C@@]2(C)CC[C@@H]1O (stereo not given in full)
  nt, 5, 9, nt, nt, -2, 7, 7, 0, 7, 6
45. O=C(Nc1ccc(Oc2ccccc2)nc1)C1CCCCN1Cc1ccc(OCCO)cc1 (stereo not given)
  5, 4, -1, 5, 2, -9, -1, 13, 2, -4, 0
46. COC(=O)[C@@H](NC(=O)Nc1cccc(Br)c1)C(C)C
  -3, 10, -3, 1, -5, 4, 4, 6, 28, -10, -2
47. CCOC(=O)c1ccc(-c2ccc(N3C(c4cccc(OC)c4)=Cc4ccc(F)cc4C3CC(C)=O)cc2)cc1F (stereo not given)
  16, 29, nt, nt, 60*, -22, -3, 21, 36, nt, 13
